PPARg SRC-2 ag – agonists of PPARg-SRC-2 recruitment, primary screen, biochemical, HTS; PPARgamma LBD-SRC-2 recruitment; activation, % at 8 µM; AID 1032, 2008; Peroxisome proliferator-activated receptor gamma (Homo sapiens), P37231; actives 0.34% (n = 200,000); in the data active = activation above about 22%;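 note: 0% = vehicle and 100% = reference agonist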
Target sequence (P37231 whole entry, looked up, the tested form may be a part): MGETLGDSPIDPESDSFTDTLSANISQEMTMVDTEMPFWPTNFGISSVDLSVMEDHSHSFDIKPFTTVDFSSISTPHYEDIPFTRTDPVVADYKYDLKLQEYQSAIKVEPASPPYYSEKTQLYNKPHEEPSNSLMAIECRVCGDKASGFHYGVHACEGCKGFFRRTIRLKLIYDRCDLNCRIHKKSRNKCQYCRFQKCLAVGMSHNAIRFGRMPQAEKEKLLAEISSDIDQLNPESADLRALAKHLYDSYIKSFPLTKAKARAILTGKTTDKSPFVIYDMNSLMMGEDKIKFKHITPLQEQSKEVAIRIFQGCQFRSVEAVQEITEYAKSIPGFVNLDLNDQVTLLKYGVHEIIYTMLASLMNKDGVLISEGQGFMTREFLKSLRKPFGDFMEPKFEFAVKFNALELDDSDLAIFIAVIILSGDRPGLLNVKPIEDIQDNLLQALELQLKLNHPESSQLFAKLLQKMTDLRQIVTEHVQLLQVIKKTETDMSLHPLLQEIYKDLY
TNAP inh no acc – human TNAP enzyme inhibitors, primary screen, biochemical, luminescent, no phosphate acceptor, uHTS; Alkaline phosphatase, tissue-nonspecific isozyme (Homo sapiens), P05186; purified TNAP, CDP-star luminescence, 30 min; inhibition, % at 20 µM; actives 0.26% (n = 200,000);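 active = tissue-nonspecific alkaline phosphatase inhibition above about 50% at 20 µM in the single-dose screen, limit read from the data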;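 note: 0% = DMSO negative control and 100% = EDTA positive control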
Target sequence (P05186 whole entry, looked up): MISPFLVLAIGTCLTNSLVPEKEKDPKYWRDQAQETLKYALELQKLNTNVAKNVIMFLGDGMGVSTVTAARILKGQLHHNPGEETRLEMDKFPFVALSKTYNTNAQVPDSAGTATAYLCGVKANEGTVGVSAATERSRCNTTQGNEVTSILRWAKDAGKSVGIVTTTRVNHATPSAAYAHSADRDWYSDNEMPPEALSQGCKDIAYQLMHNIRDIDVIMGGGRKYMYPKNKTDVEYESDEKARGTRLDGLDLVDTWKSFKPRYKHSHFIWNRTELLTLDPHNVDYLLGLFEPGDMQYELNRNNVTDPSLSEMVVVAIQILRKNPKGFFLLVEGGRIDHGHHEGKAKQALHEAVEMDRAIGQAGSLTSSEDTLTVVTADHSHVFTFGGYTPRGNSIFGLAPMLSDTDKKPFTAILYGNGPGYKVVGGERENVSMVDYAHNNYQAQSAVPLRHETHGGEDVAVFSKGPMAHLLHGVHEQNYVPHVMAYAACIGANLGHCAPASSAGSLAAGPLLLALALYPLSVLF
TNAP inh hi DEA – human TNAP enzyme inhibitors, primary screen, biochemical, luminescent, high phosphate acceptor level, uHTS. inhibition, % at 20 µM. purified TNAP, CDP-star luminescence, 1 M DEA. AID 1135, 2008. actives 0.03% (n = 200,000);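 active = over 50% inhibition of tissue-nonspecific alkaline phosphatase at 20 µM in the single-dose screen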;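 note: plate controls were DMSO wells for no effect and EDTA-quenched wells as full inhibition for full effect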
PPARg SRC3 recr – PPARgamma agonists recruiting SRC-3 coactivator, primary screen, biochemical | AID 731, 2007 | activation, % at 8 µM | biochemical PPARgamma/SRC-3 coactivator recruitment assay | actives 0.26% (n = 200,000) | Peroxisome proliferator-activated receptor gamma (Homo sapiens), P37231; in the data active = activation above about 23%;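 note: 0% = DMSO and 100% = reference agonist; some compounds past the cut are filed as inactive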
TR-FRET SRC-2 ct – TR-FRET signal artefacts, primary screen, artefact control for PPARgamma SRC-2 agonist project, biochemical. AID 1049, 2008. TR-FRET artefact counter-screen; hits give high values. TR-FRET ratio at 8 µM. actives 0.4% (n = 200,000); in the data active = TR-FRET ratio above about 2000; note: inactives centre near 1500
bIAP inh – bovine intestinal alkaline phosphatase inhibitors, primary screen, selectivity assay for TNAP inhibitor project, biochemical, bovine IAP, CDP-star luminescence; inhibition, % at 20 µM; alkaline phosphatase, intestinal [Bos taurus]; AID 1019, 2008; 190,000 tested, under 10 active; purified bovine IAP, 30 min;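 active = over 50% inhibition of intestinal alkaline phosphatase at 20 µM in the single-dose screen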
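Assay system: bovine IAP enzyme; medium: DEA buffer 100 mM, pH 9.8, with MgCl2 1.0 mM, ZnCl2 0.02 mM; doses: 20 µM single dose; incubation: enzyme reaction for 30 min at room temperature; detection: CDP-star luminescence signal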
PPARg SRC1 recr – PPARgamma agonists recruiting SRC-1 coactivator, primary screen, biochemical; PPARgamma-SRC-1 coactivator recruitment biochemical assay; activation, % at 8 µM; actives 0.41% (n = 200,000); AID 631, 2007; in the data active = activation above about 19%;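 note: 0% = DMSO and 100% = reference agonist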
HMGR II inh – inhibitors of E. faecalis class II HMGR, primary screen, biochemical, Enterococcus faecalis; inhibition, % at 10 µM; actives 0.41% (n = 190,000); HMG-CoA reductase (Enterococcus faecalis, mvaE); purified E. faecalis HMGR, NADPH absorbance 340 nm kinetic;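 active = inhibition above a set limit, the median over all tested compounds plus 3 SD, cut at about 9.5% in these data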;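 note: enzyme runs in reverse so mevalonate oxidation gives rising NADPH absorbance; 0% = complete reaction with DMSO and 100% = background rate lacking mevalonate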
TNAP act hiacc – TNAP activators at high phosphate acceptor level, primary screen, biochemical, luminescence, uHTS; Alkaline phosphatase, tissue-nonspecific isozyme (Homo sapiens), P05186; purified TNAP, CDP-star luminescence, 1 M DEA, 30 min; hits give high values; 0 = EDTA background, 1 = DMSO-only activity; activation factor at 20 µM; 200,000 tested, under 10 active;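 active = activation factor at least 2 at 20 µM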
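Assay system: human TNAP; Input: enzyme diluted 1/800 final; Reagent: CDP-star luminogenic substrate at 100 µM final; Timing: 30 min, room temperature; Signal: luminescence; Evaluation: TNAP activation factor scaled between EDTA and DMSO control wells.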
bIAP activator – bovine intestinal alkaline phosphatase activators, primary screen, biochemical, bovine IAP, CDP-star luminescence; alkaline phosphatase, intestinal [Bos taurus]; actives 0.17% (n = 200,000); activation factor at 20 µM; purified bovine IAP, 30 min; hits give high values; fold of DMSO-control signal, blank-subtracted;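 active = activation factor of 2 or more at 20 µM, a signal rise over negative controls twice the positive control's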
Active calls of the source: *; nt = not tested or not shown. Compounds were not picked by outcome; any-hit rate near 1.6%.

SMILES	PPARg SRC-2 ag	TNAP inh no acc	TNAP inh hi DEA	PPARg SRC3 recr	TR-FRET SRC-2 ct	bIAP inh	PPARg SRC1 recr	HMGR II inh	TNAP act hiacc	bIAP activator
c1ccc(-c2cc3c(nn2)CCc2nonc2-3)cc1	1	-10	-4	-9	1457	11	-4	0	1	0.9
O=C(Oc1ccc(OC(=O)N2CCCCC2)cc1)N1CCCCC1	-6	-5	-2	-1	1534	4	-10	4	1	1
Cc1ccc(C(=O)NC(=S)Nc2ccccc2C(F)(F)F)c(C)c1	19	-5	0	5	1690	-34	4	-1	1	1.3
Cc1ccc(NC(=O)C2CCN(S(=O)(=O)c3c(C)[nH]c(=O)[nH]c3=O)CC2)cc1	-4	-6	-2	-1	1456	13	-9	1	1	0.9
Cc1cc(C)n(-c2ccc(C(=O)O)cc2)n1	3	-9	4	6	1508	-6	2	-1	1	1.1
O=C(c1ccc(C(F)(F)F)cc1)N1CCCCC1	-1	-6	-1	-4	1551	3	-10	-4	1	1
Cc1cc(NC(=O)c2cccs2)n(-c2ccccc2)n1	10	-2	-4	-11	1522	0	2	-3	1	1
CCOC(=O)CSc1nnc(NC(=O)c2cccc([N+](=O)[O-])c2C)s1	7	-1	-2	4	1680	-34	5	-1	1	1.3
CCCNC(=O)N1CCN(S(=O)(=O)c2ccc(C)cc2)CC1	-3	-7	-4	-8	1494	2	-2	2	1	1
CCNS(=O)(=O)c1ccc(NC(=O)CC(C)c2ccccc2)cc1 (stereo not given)	-4	-14	-4	0	1532	14	0	2	1	0.9
COc1ccc(NC(=O)C(Cc2ccccc2)NC(=O)c2ccco2)cc1OC (stereo not given)	5	-14	-5	-7	1576	-2	-6	-4	1.1	1
O=C(N/N=C\c1cccc(OC(=O)c2ccco2)c1)c1ccc2c(c1)OCO2	2	-9	-4	2	1615	9	1	3	1	0.9
Cc1ccc2oc(=O)c3cnn(CC(=O)Nc4ccccc4N4CCN(C)CC4)c3c2c1	0	-14	-7	7	1794	-10	9	2	1.1	1.1
O=C(COC(=O)/C=C/c1cccc(F)c1)Nc1ccc(Cl)cn1	0	-2	1	6	1523	5	5	-1	1	0.9
O=C(Nc1cccc(Br)c1)c1ccccc1-c1ccccc1	-5	-2	-1	-6	1502	14	1	-11	1	0.9
CCOc1ccc(NC(=O)c2ccccc2NC(=O)CN(C)CC(=O)Nc2ccc(C)cc2)cc1	11	6	-3	4	1679	6	3	1	1	0.9
CC12CCC(C(=O)N(NC(=O)c3cccnc3)C1=O)C2(C)C (stereo not given)	-6	-19	-2	2	1449	45	-2	0	1	0.5
COC(=O)C1=C(CSc2nccn2C)NC(=O)NC1c1cc(C)ccc1C (stereo not given)	3	-14	-11	0	1481	-1	2	1	1.1	1
COc1ccc(C(F)(F)F)cc1N/C=C\c1nnnn1-c1ccccc1	11	-6	-2	2	1390	12	0	2	1	0.9
COC(=O)C(NC(=O)c1ccccc1)=C1C=C(C)OC(C)=C1	13	-4	1	2	1491	4	6	-4	1	1
CCOC(=O)/C=C1\NC(=O)C(C)S1 (stereo not given)	0	-10	-3	-4	1327	4	-6	2	1	1
Cc1cc(C)cc(OCCCOc2cccc3cccnc23)c1	1	-5	1	-8	1415	-1	-6	-1	1	1
CCOc1ccc(N2C(=O)CC(SCCN)C2=O)cc1 (stereo not given)	4	10	-2	1	1713	1	0	-1	1	1
O=C(Cc1noc2ccccc12)NNC(=S)Nc1ccccc1	6	-97	-10	5	1461	-3	6	-4	1.1	1

Random excerpt: two records from the list
SMILES	PPARg SRC-2 ag	TNAP inh no acc	TNAP inh hi DEA	PPARg SRC3 recr	TR-FRET SRC-2 ct	bIAP inh	PPARg SRC1 recr	HMGR II inh	TNAP act hiacc	bIAP activator
COC(=O)C(NC(=O)c1ccccc1)=C1C=C(C)OC(C)=C1	13	-4	1	2	1491	4	6	-4	1	1
CCOC(=O)/C=C1\NC(=O)C(C)S1 (stereo not given)	0	-10	-3	-4	1327	4	-6	2	1	1

(continued)
SMILES	PPARg SRC-2 ag	TNAP inh no acc	TNAP inh hi DEA	PPARg SRC3 recr	TR-FRET SRC-2 ct	bIAP inh	PPARg SRC1 recr	HMGR II inh	TNAP act hiacc	bIAP activator
Cc1ccc2nc(C)cc(C(=O)Nc3nccs3)c2c1	12	-3	-4	7	1807	-10	6	-5	1	1.1
Cc1occc(=O)c1OCc1c(F)cccc1Cl	10	-9	0	0	1719	3	0	0	1	1
CC(=O)c1nn(-c2cccc(Cl)c2)cc1C(=O)c1ccco1	12	-12	-3	5	1595	-3	2	2	1	1
Cc1cc2oc(C(=O)NCCc3ccc(S(N)(=O)=O)cc3)c(C)c2cc1C	-5	-16	-6	1	1387	-5	0	0	1.1	1
Fc1ccc(-c2nnc(CSc3nnc4ccccn34)o2)cc1	-4	16	-1	1	1568	0	9	-7	1	1
Cc1cc(C(F)(F)F)nn1CC(=O)N(C)C1CCCCC1	4	nt	nt	-12	1640	nt	0	nt	nt	nt
Cc1cccc(NC(=S)NNC(=O)c2csc3c2CCC(C)C3)c1 (stereo not given)	7	-6	-6	5	1638	10	9	-4	1.1	0.9
CCOc1cc(/C=N/N2C(=O)NC3(CCCCC3)C2=O)cc(Br)c1O	1	-12	-1	0	1685	12	6	1	1	0.9
CCCCNC(=O)CCCCn1c(=S)[nH]c2c([nH]c3ccc(OC)cc32)c1=O	11	-20	-8	4	1821	-4	13	-3	1.1	1
CCCCOC(=O)CSC1=C(C#N)C(c2cccnc2)C(C(=O)OCC)=C(c2ccccc2)N1 (stereo not given)	11	-4	-6	4	1694	4	9	-4	1.1	1
CC(NC(=O)CCc1nnc(-c2ccc(-c3ccccc3)cc2)o1)c1nccs1 (stereo not given)	8	-9	-3	8	1581	-7	0	-2	1	1.1
COc1cc(/C=C2/NC(=O)N(Cc3ccccc3F)C2=O)cc(OC)c1O	11	10	19	8	1568	14	8	-8	0.8	0.9
Cc1ccc(S(=O)(=O)N2CCCCC2)cc1NC(=O)Cc1c[nH]c2ccccc12	0	-8	-3	-2	1781	nt	-8	-7	1	0.4
Cc1ccc(C(CC(N)=O)c2ccco2)cc1 (stereo not given)	6	-11	-1	3	1584	-2	-1	-3	1	1
CC(NC(=O)CCC(=O)c1ccc(F)cc1)C1CC2CCC1C2 (stereo not given)	-2	-1	1	-4	1286	-3	-3	-10	1	1
O=C(NC1CCCCC1)N1CCCCCCC1	-5	-11	-2	-8	1524	14	-7	-4	1	0.9
Cc1cc(C)cc(NC(=O)c2ccc(CSc3nnnn3C)cc2)c1	11	-2	-5	-3	1433	15	0	-3	1.1	0.8
Cc1ccc(C(=O)CCC2CCCCC2=O)cc1 (stereo not given)	6	-4	-2	-9	1491	10	-6	-5	1	0.9
O=C(CSc1cccc(C(F)(F)F)c1)Nc1cc(S(=O)(=O)N2CCCC2)ccc1Cl	-1	-6	0	0	1660	-3	5	-4	1	1
CCn1c(SCC(=O)Nc2ccc(C(=O)OC)cc2)nc2cccnc21	13	3	4	-2	1575	-10	3	-3	1	1.1
CCCCN1CCc2c([nH]c3c(C)cccc23)C1=O	-1	9	-4	-3	1584	-4	1	1	1	1
COc1ccccc1CNC(=O)c1cc2c(C)nn(Cc3ccc(F)cc3)c2s1	9	1	-6	16	1482	1	10	-4	1.1	1
Brc1ccc(CNCc2cccs2)cc1	-5	-12	-4	2	1484	-3	5	-2	1	1
CCC(CC)NCc1ccc2c(c1)c1ccccc1n2CC	6	-8	-7	1	1767	-15	10	-2	1.1	1.1

Limited to PPARg SRC1 recr, for 3 of the compounds above:
| structure | PPARg SRC1 recr |
| --- | --- |
| Cc1ccc(C(CC(N)=O)c2ccco2)cc1 (stereo not given) | -1 |
| Brc1ccc(CNCc2cccs2)cc1 | 5 |
| CC(NC(=O)CCC(=O)c1ccc(F)cc1)C1CC2CCC1C2 (stereo not given) | -3 |

Profiles from above. Order of values: PPARg SRC-2 ag, TNAP inh no acc, TNAP inh hi DEA, PPARg SRC3 recr, TR-FRET SRC-2 ct, bIAP inh, PPARg SRC1 recr, HMGR II inh, TNAP act hiacc, bIAP activator
`Cc1cc(C)cc(NC(=O)c2ccc(CSc3nnnn3C)cc2)c1` reads 11, -2, -5, -3, 1433, 15, 0, -3, 1.1, 0.8
`CCn1c(SCC(=O)Nc2ccc(C(=O)OC)cc2)nc2cccnc21` reads 13, 3, 4, -2, 1575, -10, 3, -3, 1, 1.1

Six compounds out of the list above, sorted by the value under bIAP inh, lowest first.
| mol | TNAP inh no acc | TNAP inh hi DEA | bIAP inh | PPARg SRC1 recr | HMGR II inh | TNAP act hiacc | bIAP activator |
| --- | --- | --- | --- | --- | --- | --- | --- |
| Cc1cc(C)n(-c2ccc(C(=O)O)cc2)n1 | -9 | 4 | -6 | 2 | -1 | 1 | 1.1 |
| CCCCN1CCc2c([nH]c3c(C)cccc23)C1=O | 9 | -4 | -4 | 1 | 1 | 1 | 1 |
| O=C(c1ccc(C(F)(F)F)cc1)N1CCCCC1 | -6 | -1 | 3 | -10 | -4 | 1 | 1 |
| Cc1ccc(NC(=O)C2CCN(S(=O)(=O)c3c(C)[nH]c(=O)[nH]c3=O)CC2)cc1 | -6 | -2 | 13 | -9 | 1 | 1 | 0.9 |
| COc1cc(/C=C2/NC(=O)N(Cc3ccccc3F)C2=O)cc(OC)c1O | 10 | 19 | 14 | 8 | -8 | 0.8 | 0.9 |
| CC12CCC(C(=O)N(NC(=O)c3cccnc3)C1=O)C2(C)C (stereo not given) | -19 | -2 | 45 | -2 | 0 | 1 | 0.5 |

Following part:
SMILES	PPARg SRC-2 ag	TNAP inh no acc	TNAP inh hi DEA	PPARg SRC3 recr	TR-FRET SRC-2 ct	bIAP inh	PPARg SRC1 recr	HMGR II inh	TNAP act hiacc	bIAP activator
Cc1cccc(-n2c(C)nc3c(cnn3-c3ccc(F)cc3)c2=O)c1	6	-6	-4	0	1592	7	2	-7	1	0.9
CC1Cc2ccccc2N1CC(=O)Nc1ccc(N2CCOCC2)cc1 (stereo not given)	4	-10	-4	1	1858	-4	6	-6	1	1
O=C(Nn1c(SCc2ccc([N+](=O)[O-])cc2)nc2ccccc2c1=O)c1ccc(F)cc1	1	-7	6	2	1436	-7	-5	-3	0.9	1.1
CS(=O)(=O)N1CCC(C(=O)Nc2cccc(C(F)(F)F)c2)CC1	2	-4	2	6	1747	-2	5	0	1	1
COC(=O)c1ccccc1N/C=C1\CCc2c(c(C)nn2-c2ccccn2)C1=O	4	-9	1	5	1513	5	2	4	1	1
CN(C)CCNC(=O)NC1CCCCC1	-3	-4	3	-5	1530	10	-2	3	1	0.9
CCN(CCCNC(=O)C1CCN(S(=O)(=O)c2c(C)[nH]c(=O)[nH]c2=O)CC1)c1cccc(C)c1	6	-14	-5	7	1637	-5	7	1	1	1

Screening data as filed in PubChem BioAssay.
